HT1080 IDH1KD tx: HT-1080 IDH1 knockdown cell toxicity (counter line); HT-1080 IDH1 knockdown viability, ATP luminescence, 48 h; 2% of 360,000 active; Potency, µM (titrated, usually from 46.1 µM), for the others: at the top dose activity, negative = toxicity, usual class: cytotoxic; AID 686971;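 also: potency is read from the fitted curve at half-maximal effect; 0% = DMSO wells and -100% = cell-free medium wells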
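HT-1080-IDH1KD cells (IDH1 knocked down), 750/well in RPMI with 5% FBS, treated with compound 48 h at 37 degrees C. Viability by CellTiter-Glo luminescence, normalised to DMSO and no-cell wells; concentration-response curves classed.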
ATXN2 expr inh: inhibitors of ATXN2 expression; Potency, µM (series often up to 57 µM), for the others: at the top dose activity change, negative = inhibition, usual class: inhibitors; AID 1745845; 0.72% of 360,000 active; HEK-293 ATXN2-luciferase reporter, luminescence, 24 h; also: potency is read from the fitted curve at half-maximal effect; % is scaled to controls: 0 for no effect and ±100 for the full control effect; nearly all actives have a fitted effect of over 55% in size
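ATXN2-luciferase reporter cells (luciferase flanked by upstream and downstream ATXN2 gene portions) were treated 24 h at 37 °C with compounds at up to 57 uM. SteadyGlo luminescence gave expression; GF-AFC fluorescence gave viability.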
IL1B secr inh: blocks inflammasome-driven IL-1 beta release; THP-1 LPS/ATP IL-1B secretion, AlphaLISA, 16 h; stronger effect = lower value; activity change, % at 57.5 µM; 4.7% of 360,000 active; in the data active = activity change below about -50%; inconclusive = mostly about -30% to -49%; also: % is scaled to controls: 0 for no effect and ±100 for the full control effect
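Secreted IL-1B measured by AlphaLISA bead assay after 16 h compound exposure of THP-1 cells; compounds (final up to 57.5 uM) added 1 h before LPS (250 ng/mL) and ATP (1.25 mM) stimulation; lower signal means less secretion.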
HT1080NT lethal: kills 2HG-producing HT-1080-NT fibrosarcoma cells; HT-1080-NT fibrosarcoma viability, CellTiter-Glo ATP luminescence, 48 h; Potency, µM (series often up to 46.1 µM), without a hit: top-dose activity, negative = less viability, actives largely listed as cytotoxic; 1.6% of 360,000 active; AID 686970;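 also: NT is the 2HG producing partner of a matched IDH1 knockdown line; potency is read from the fitted curve at half-maximal effect; 0% = DMSO-treated cells and -100% = media-only wells without cells; nearly all actives have a fitted effect of over 55% in size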
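750 cells/well, RPMI + 5% FBS; 2 h settle, compound pin-transfer, 48 h at 37 degrees C. CellTiter-Glo 10 min RT, luminescence. Normalized to DMSO and media-only wells.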
ATXN viability: viability counter-screen for ATXN expression inhibitors; Potency, µM (titrated, usually from 56.7 µM), most hits filed as cytotoxic; S2 cells (HEK-293 line with an ATXN2-luciferase reporter) viability, CellTiter-Fluor protease fluorescence, 24 h; 0.49% of 400,000 active; also: potency is read from the fitted curve at half-maximal effect; nearly all actives have a fitted effect of over 40% in size
MCF10A rereplic: induces DNA re-replication in MCF 10a normal breast cells; 2.9% of 350,000 active; MCF 10A DNA re-replication, Hoechst nuclear intensity, 48 h; Potency, µM (series often up to 46.1 µM), for inactives: top-dose activity, positive = re-replication, most hits filed as activators; also: potency is read from the fitted curve at half-maximal effect; % of control where 0% means no effect; nearly all actives have a fitted effect of over 50% in size
KB-3-1 cytotox: kills parental KB-3-1 adenocarcinoma cells | KB-3-1 viability, CellTiter-Glo ATP luminescence, 72 h | Potency, µM (highest dose often 46.1 µM), for inactives: at the highest dose activity change, negative = cytotoxic, actives largely listed as cytotoxic | 1.4% of 400,000 active | AID 1347075; also: potency is read from the fitted curve at half-maximal effect; % is scaled to controls: 0 for no effect and ±100 for the full control effect; nearly all actives have a fitted effect of over 60% in size
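Cytotoxicity in the drug-sensitive parental line KB-3-1 was scored as loss of CellTiter-Glo luminescence following 72 h incubation with compound. Values come from curve fitting of normalized concentration-response data.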
KB-V1 cytotox: KB-V1 MDR subline cytotoxicity; AID 1347076; KB-V1 MDR cells viability, CellTiter-Glo, 72 h; 3.4% of 400,000 active; Potency, µM (highest dose often 46.1 µM), for inactives: at the highest dose activity change, negative = cytotoxicity, actives largely listed as cytotoxic; also: potency is read from the fitted curve at half-maximal effect; % is scaled to controls: 0 for no effect and ±100 for the full control effect; nearly all actives have a fitted effect of over 60% in size
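Cytotoxicity via CellTiter-Glo luminescence after 72 h compound exposure at 37 degrees C. Cells: drug-selected KB-V1 line, DMEM phenol-red free plus 10% FBS. Compounds tested at multiple concentrations; normalized data fitted to concentration-effect curves.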
SW480 rerep: DNA re-replication induction in SW480 cells; SW480 DNA re-replication, Hoechst DNA content imaging, 48 h; Potency, µM (top dose mostly 46.1 µM), inactives show at the top dose re-replication activation, hits mostly activators; 1.8% of 340,000 active; AID 624297; also: potency is read from the fitted curve at half-maximal effect; % of control where 0% means no effect; nearly all actives have a fitted effect of over 55% in size
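Per well, 250 cells were exposed to pinned compound for 48 hr. Nuclear DNA was visualised with Hoechst (40 min, 37 C) and total object intensity recorded by fluorescence scanning.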
* = called active by the depositor; i = inactive; ? = inconclusive; nt = no result given; [ ] = remark or other dose. Unless noted, calls follow the shape of the dose curve; as a rule, active = well fitted curve in the direction sought with a large enough effect; inconclusive = small, poorly fitted or top-dose-only effect, or another doubt; inactive = no such curve, though single readings can be large; an effect the other way counts as inactive or inconclusive.

SMILES	HT1080 IDH1KD tx	ATXN2 expr inh	IL1B secr inh	HT1080NT lethal	ATXN viability	MCF10A rereplic	KB-3-1 cytotox	KB-V1 cytotox	SW480 rerep
O=[N+]([O-])c1cccc(S(=O)(=O)NCCNS(=O)(=O)c2cccc([N+](=O)[O-])c2)c1	nt	-18%	nt	nt	i	1%	nt	nt	2%
CCOC(=O)c1cc(=O)c2ccc(OCc3ccccc3)cc2o1	7%	-1%	12	16%	i	?	19%	28%	-14%
CCC(=O)N1c2ccc(S(=O)(=O)N3CCCC3)cc2CC1C (centres undefined)	-1%	nt	14	1%	i	17%	2%	-4%	7%
CN(Cc1ccccc1)C(=O)CCCn1c(=O)c2cccn2c2cccnc21	-2%	-4%	-27	-9%	i	2%	?	-11%	-6%
S=c1nc(NCCc2ccccc2Cl)c2ccccc2[nH]1	?	37%[activator]	-6	?	i	1%	?	?	0%
COc1cc(-c2ccccc2)nc(N)n1	1%	86%[activator]	18	-8%	i	1%	-7%	0%	0%
CC(C)Cc1nc2oc3c(Cl)ncnc3c2c2c1CCCC2	22%	32µM*	-9	8%	?	29µM*	-9%	21%	9%
CC(C)C(NC(=O)C(NC(=O)C1O[C@@H]2OC(C)(C)O[C@@H]2[C@H]2OC(C)(C)O[C@@H]12)C(C)C)C(=O)O (some centres undefined)	-8%	-11%	-6	-5%	i	5%	0%	?	?
CCN(C(=O)COC(=O)c1cc(=O)c2ccccc2o1)c1c(N)n(Cc2ccccc2)c(=O)[nH]c1=O	8%	3%	8	8%	i	-2%	7%	?	-4%
COC(=O)c1cc2occc2n1Cc1ccc(Cl)cc1	0%	0%	-9	7%	i	16µM*	-2%	-11%	?
Cn1c(=O)oc2cc(S(=O)(=O)NCCC(=O)Nc3ccc(F)c(Cl)c3)ccc21	nt	6%	nt	nt	i	nt	-8%	-10%	nt
N#CCCN1CCN(Cn2c3ccccc3c3ccccc32)CC1	-9%	-9%	-2	-8%	i	-4%	-2%	16%	0%
O=C(NCc1ccco1)c1nc2nc(-c3cccs3)cc(C(F)(F)F)n2n1	-5%	-1%	-20	-3%	i	-2%	-4%	-7%	-5%
Cc1ccc2cc(CCNC(=O)c3ccc(C)c([N+](=O)[O-])c3)c(=O)[nH]c2c1	-4%	4%	-21	-3%	i	6%	-3%	0%	-3%
Cc1ccc(-c2nnc(-c3cccs3)o2)cc1	19%	51%[activator]	-12	?	i	0%	11%	?	-4%
COc1ccccc1C(=O)NC(=O)COC(=O)c1cccc(OC(F)F)c1	4%	6%	3	7%	i	-3%	9%	0%	2%
COc1ccccc1-c1n[nH]c(=S)o1	5%	2%	34	-1%	i	-5%	5%	19%	-16%
NS(=O)(=O)c1ccc(CNC(=O)c2ccc(NS(=O)(=O)c3cccs3)cc2)cc1	-10%	-9%	-3	5%	?	0%	-6%	10%	3%
O=c1[nH]n(-c2ccc(Cl)cc2)c(=O)c(Cl)c1Cl	8%	-14%	20	-23%	i	-5%	-15%	21%	-1%
O=C(O)C1CCN(C(=O)COc2ccc(Br)cc2)CC1	9%	12%	-2	10%	i	2%	-3%	-18%	-5%
CCc1nc2nc(C)c(NS(=O)(=O)c3ccc(Cl)cc3)c(=O)n2[nH]1	4%	13%	30	-4%	i	-14%	9%	0%	-9%
O=C(NCCN1CCOCC1)C1(C(F)(F)F)C/C(=C\Cc2ccccc2)CCCO1 (centres undefined)	7%	8%	2	16%	i	?	3%	3%	?
Cc1cccc(NC(=O)COC(=O)CCc2c[nH]c3ccccc23)c1C	4%	3%	-4	-6%[9.24 µM]	i	5%	4%	?	1%
C=CCNC(=O)CN1CCN(Cc2ccc3c(c2)OCO3)CC1	-8%	-27%	-17	-4%	i	-1%	-12%	-11%	-7%
C=CCn1c(SCC(=O)Nc2cc(NC(C)=O)ccc2OC)nnc1-c1cccnc1	-2%	-4%	-3	0%	i	17%	-5%	0%	-2%
CCC(C(=O)OCC(=O)NCc1ccc2c(c1)OCO2)c1ccccc1 (centres undefined)	-4%	-2%	14	7%	i	3%	16%	9%	-16%
CCN(CC)S(=O)(=O)c1cc(F)ccc1OC	-1%	-4%	19	-7%	i	2%	0%	14%	0%
COc1ccc(C(=O)CSc2nnc(C3CC3)n2N)cc1	?	14%	30	-6%	i	17%	2%	-10%	-4%
CCN1C(=O)c2ccccc2S(=O)(=O)c2ccc(C(=O)NCC(OC)OC)cc21	8%	4%	0	13%	i	-1%	4%	0%	-6%
Cc1cn2nc(N)c3ccccc3c2n1	-7%	4%	5	-12%	i	-8%	5%	23%	-10%
CN1CCN(C2=C(Cl)C(=O)N(c3ccc(Cl)c(Cl)c3)C2=O)CC1	?	-18%	?	?	i	?	-1%	5%	?
Cc1ccc(-n2c(=O)c3sccc3n(CC(=O)NC3CCCC3)c2=O)cc1	4%	-19%	-16	15%	i	13%	-6%	-13%	4%
CC(=O)c1ccc(Nc2cc(C)nc3ncnn23)cc1	-15%	-7%	1	3%	i	?	-3%	0%	-58%[inhibitor]
O=C(O)CC(SCC(=O)Nc1ccccc1)C(=O)O (centres undefined)	4%	-1%	2	4%	i	-3%	-11%	-7%	2%
COc1cccc(-c2csc(N3CCN(C(=S)Nc4cccc(C)c4)CC3)n2)c1	-14%	nt	?	-22%	?	15%	1%	11%	20%
Cc1nc(-c2cc(C#N)c(=O)[nH]c2C)cs1	4%	-10%	48	-15%	i	-2%	?	4.6µM*	-6%
CCOc1ccc(CNC(=O)C(C)n2nc(C)c3c(C)n(-c4ccccc4)nc3c2=O)cc1 (centres undefined)	1%	4%	14	3%	i	-5%	13%	17%	4%
N#CCSc1nc2ccccc2c(=O)n1CCC(=O)NC1CCCCC1	3%	-5%	-1	5%	i	25%	?	?	1%
CS(=O)(=O)N1CCC(C(=O)NCc2ccc3c(c2)OCO3)CC1	12%	-12%	-5	11%	i	0%	12%	-3%	-17%
Cn1c(N)c(C(=O)NCc2ccccc2Cl)sc1=S	10%[9.24 µM]	0%	?	3%	?	3%	-15%	?	-8%
CC(C)C[C@H]1CN(CCCC[C@H]2CNC(=O)C(=O)N2CCC2CCCCC2)C(=O)C(=O)N1CC1CCCCC1	1%	10%	-24	11%	?	nt	-7%	?	nt
O=C(NCc1cccs1)c1csc([C@@H]2O[C@H](CO)[C@H](O)[C@H](O)[C@H]2O)n1	?	17%	13	25%	i	nt	5%	-2%	nt
COc1cccc(-c2nc(CS(=O)(=O)CC(=O)Nc3ccccc3Cl)c(C)o2)c1	-25%	?	21	-30%	i	4%	15µM*	6.5µM*	0%
CCn1cc(/C=C/c2cc[n+](C)cc2)c2ccccc21	?	nt	-8	?	i	16µM*	-9%	0%	?
COCCCNC(=O)c1ccc2c(c1)N=C(C)c1c(C)ccc(C)c1S2	nt	23%	nt	nt	?	nt	0.016µM*	0.052µM*	nt
O=C(NC(NCC1CCCO1)C(Cl)(Cl)Cl)c1cccc2ccccc12 (centres undefined)	-4%	-14%	14	1%	i	12%	1%	?	?
COc1ccc(N2CC(C(=O)OCC(=O)Nc3ccccc3C)CC2=O)cc1 (centres undefined)	21%	-1%	1	?	i	-6%	2%	13%	-10%
Cc1ccccc1CNC(=O)C(=O)Nc1nccs1	27%	22%	2	0%	i	1%	4%	17%	-6%
O=C(O)C1CC=CCC1C(=O)NC1CCCCC1 (centres undefined)	11%	-9%	-6	6%	i	-2%	21%	?	-19%
CCOC(=O)[C@]12CCC=C1N(CCC1=CCCCC1)C(=O)[C@H](CC(=O)NCCCCc1ccccc1)C2	?	-26%	16	?	?	nt	13%	13%	nt

A stretch taken from the entries so far, as a working copy:
SMILES	HT1080 IDH1KD tx	ATXN2 expr inh	IL1B secr inh	HT1080NT lethal	ATXN viability	MCF10A rereplic	KB-3-1 cytotox	KB-V1 cytotox	SW480 rerep
Cc1ccccc1CNC(=O)C(=O)Nc1nccs1	27%	22%	2	0%	i	1%	4%	17%	-6%
O=C(O)C1CC=CCC1C(=O)NC1CCCCC1 (centres undefined)	11%	-9%	-6	6%	i	-2%	21%	?	-19%
CCOC(=O)[C@]12CCC=C1N(CCC1=CCCCC1)C(=O)[C@H](CC(=O)NCCCCc1ccccc1)C2	?	-26%	16	?	?	nt	13%	13%	nt

The list continues.
SMILES	HT1080 IDH1KD tx	ATXN2 expr inh	IL1B secr inh	HT1080NT lethal	ATXN viability	MCF10A rereplic	KB-3-1 cytotox	KB-V1 cytotox	SW480 rerep
CN(C)c1ccc(NC(=O)COC(=O)CNC(=O)c2cccs2)cc1	3%	nt	-9	14%	i	-5%	7%	?	-13%
Cc1nnc2sc(SCc3ccc(Cl)cc3)nn2c1=O	-1%	4%	-27	0%	?	?	8%	5%	-4%
NC(=O)COC(=O)c1ccc(Cl)c(S(=O)(=O)N(Cc2ccccc2)c2ccc(Cl)cc2)c1	?	8%[11.3 µM]	30	?	i	?	12%	-28%	13%
O=C(C1CC1)N1CCc2cc(Br)cc(S(=O)(=O)NCCCN3CCCCC3)c21	3%	1%	-11	0%	i	3%	5%	-6%	-16%
CCOc1ccc(CCNC(=O)COC(=O)/C=C/c2ccco2)cc1OCC	8%	-8%	0	0%	i	0%	5%	15%	9%
O=C(Nc1cccc(NC(=O)c2ccc3c(c2)OCO3)c1)c1ccccc1	-22%	40%[activator]	-22	-1%	i	-6%	23%	?	-5%
O=C(COc1cc(Cl)c(Cl)cc1Cl)NC(=O)NC1CCCC1	?	15%	-3	-9%	i	-1%[9.22 µM]	6%	-5%	13%
CCOC(=O)c1c(NC(=S)Nc2cccc(C)c2)sc2c1CC(C)(C)SC2	-1%	8%	-21	-9%	i	14%	2%	?	3%
CN(C)S(=O)(=O)c1cccc(NC(=O)COC(=O)c2cc3ccccc3oc2=O)c1	2%	33%[activator]	-14	2%	i	2%	-7%	-14%	6%
CCc1sc(C(=O)NCCCn2ccnc2)cc1Br	1%	-14%	15	2%	i	5%	10%	-8%	-46%[inhibitor]

Screening results deposited in PubChem by National Center for Advancing Translational Sciences (NCATS).
